High-throughput results as filed in PubChem.
GAA glycogen mod: qHTS Assay for Inhibitors and Activators of Human alpha-Glucosidase Cleavage of Glycogen; actives 0.38% (n = 300,000); Lysosomal alpha-glucosidase (Homo sapiens), P10253; Potency, µM (series often up to 76.4 µM), for the others: at the top dose activity change, negative = inhibition, actives largely listed as inhibitors; recombinant GAA, glycogen substrate, Amplex Red glucose oxidase fluorescence; AID 2100, 2009;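 also: 0% = full enzyme reaction and -100% = no-enzyme basal signal; the screen sought inhibitors and activators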
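Recombinant enzyme (4 nM final) with compounds titrated up to 77 uM and bovine liver glycogen (30 ug) in citrate pH 5.0, 0.01% Tween-20, 37 C 40 min. Released glucose detected by Amplex Red/glucose oxidase (Ex 573/Em 610); AC50 from Hill fits.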
IMPase Li cell: qHTS Assay for Identifying the Cell-Membrane Permeable IMPase Inhibitors: Potentiation with Lithium; CHO-M1 cells, IP1 TR-FRET (IP-One), carbachol + lithium; Potency, µM (doses to about 59.4 µM), inactives show top-dose activity, negative = IMPase inhibition, most hits filed as inhibitors; actives 0.35% (n = 210,000);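 also: IP1 builds up when IMPase is blocked and the TR-FRET signal falls; plate controls were basal vehicle for no effect and high inhibitor control for full effect; nearly all actives have a fitted effect of over 50% in size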
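CHO cells stably expressing M1 receptor (2000/well, cultured 16–30 h) treated 30 min at 37C with compound plus low lithium. Cytosolic IP1 by TR-FRET (665/620 ratio and 620 channel) after 10 min lysis; AC50 by Hill fit.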
HTT cytoprotect: qHTS Multiplex Assay to Identify Dual Action Probes in a Cell Model of Huntington: Cytoprotection (ATP) | PC12 HTT-Q103 induced, cytoprotection, ATP luminescence, 40 h | Potency, µM (highest dose often 56.4 µM), for the others: cytoprotection (ATP increase), usual class: activators | actives 0.14% (n = 230,000) | AID 1471, 2008;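 also: % of control where 0% means no effect; nearly all actives have a fitted effect of over 45% in size; toxic huntingtin expression switched on by the ecdysone agonist tebufenozide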
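Compounds were screened for protection of PC12 cells against cell death after tebufenozide induction (100 nM final) of mutant Huntingtin exon 1 (Q103) fused to GFP.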
GAA spleen mod: qHTS Assay for Inhibitors and Activators of Human alpha-Glucosidase From Spleen Homogenate; Lysosomal alpha-glucosidase (Homo sapiens), P10253; actives 0.006% (n = 240,000); human spleen homogenate, 4-MU-alpha-glucoside fluorescence; Potency, µM (top dose mostly 79.9 µM), inactives show at the top dose activity change, negative = inhibition, usual class: inhibitors;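 also: 0% = enzyme with vehicle and -100% = no enzyme basal signal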
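AC50 values come from Hill-equation fits of concentration-response data, normalized to no-enzyme and full-activity controls. Enzyme source: 1 ug human spleen homogenate; 1 mM fluorogenic 4-MU glucoside, pH 5.0 citrate buffer, 37 C, 40 min.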
GoLoco inh red: qHTS Assay for Inhibitors of RGS12 GoLoco Motif Activity (Red Fluorophore); actives 0.44% (n = 230,000); Potency, µM (titrated, usually from 61.6 µM), for the others: top-dose activity, negative = inhibition, actives largely listed as inhibitors; Gai1:RGS12 GoLoco peptide FP, rhodamine, 10 min; Guanine nucleotide-binding protein G(i) subunit alpha-1 (Homo sapiens), P63096; active = well fitted inhibition curve with a large enough effect, not every such curve was filed as active; inactive = no such curve, though single readings can be large or run the other way; also: % is scaled to controls: 0 for no effect and ±100 for the full control effect; nearly all actives have a fitted effect of over 30% in size; many of its hits are not listed in these tables
Target sequence (P63096 whole entry, looked up): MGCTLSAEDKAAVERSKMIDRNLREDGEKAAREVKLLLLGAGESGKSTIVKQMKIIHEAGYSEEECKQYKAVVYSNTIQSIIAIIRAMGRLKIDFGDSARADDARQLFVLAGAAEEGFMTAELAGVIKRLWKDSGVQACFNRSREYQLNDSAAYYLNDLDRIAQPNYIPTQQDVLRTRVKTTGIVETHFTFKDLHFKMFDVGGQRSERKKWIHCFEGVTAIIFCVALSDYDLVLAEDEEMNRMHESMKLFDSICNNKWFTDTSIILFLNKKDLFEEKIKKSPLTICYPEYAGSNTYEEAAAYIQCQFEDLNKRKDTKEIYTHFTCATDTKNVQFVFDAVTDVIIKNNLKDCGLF
HttQ103 aggreg: qHTS Multiplex Assay to Identify Dual Action Probes in a Cell Model of Huntington: Aggregate Formation (GFP) | PC12 HttQ103-GFP aggregates, Acumen cytometry, 40 h | Potency, µM (series often up to 46.1 µM), inactives show top-dose activity change, negative = inhibition, most hits filed as inhibitors | actives 1.1% (n = 220,000) | AID 1688, 2009; also: % is scaled to controls: 0 for no effect and ±100 for the full control effect; nearly all actives have a fitted effect of over 60% in size
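PC12 cells with ecdysone-inducible HTT exon1 Q103-GFP, induced by 100 nM tebufenozide, given compounds in a concentration series. GFP aggregates (1–25 um, 6 SD above background) counted in lysates by laser-scanning cytometry, 488 nm excitation.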
GAA inh: qHTS Assay for Inhibitors of Human alpha-Glucosidase as a Potential Chaperone Treatment of Pompe Disease. Lysosomal alpha-glucosidase (Homo sapiens), P10253. AID 1466, 2008. Potency, µM (highest dose often 76.9 µM), for the others: at the top dose activity change, negative = inhibition, most hits filed as inhibitors. actives 0.005% (n = 200,000). purified human GAA, 4-MU-alpha-glucoside fluorescence;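 also: plate controls were uninhibited enzyme wells for no effect and no-enzyme background for full effect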
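Endpoint fluorogenic read: 20 min room-temperature reaction of 4 nM human alpha-glucosidase with 400 uM 4-methylumbelliferyl-alpha-D-pyranoside, pH 5.0, quenched with 1M NaOH/1M glycine pH 10. AC50 from Hill modeling.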
The depositor's hits bear a star; [ ] = dose if it differs, or a comment. Unless noted, calls follow the shape of the dose curve; as a rule, active = well fitted curve in the direction sought with a large enough effect; inconclusive = small, poorly fitted or top-dose-only effect, or another doubt; inactive = no such curve, though single readings can be large; an effect the other way counts as inactive or inconclusive. Potency is read from the fitted curve at half-maximal effect. The list is partial. The share of hits here may be higher or lower than overall.

What do the screens show for `Cc1ccc(-n2ncc3c(=O)n(CC(=O)NC4CCCC4)cnc32)cc1C`?
GAA glycogen mod: 1%; IMPase Li cell: 0%[38.3 µM]; HTT cytoprotect: 0%; GAA spleen mod: -9%; GoLoco inh red: 2%; HttQ103 aggreg: -10%; GAA inh: inconclusive

Results for Cc1cccc(C(=O)N/C(=C\c2ccc(C)o2)C(=O)O)c1 ?
GAA glycogen mod: 4%; HTT cytoprotect: 5%[10 µM]; GAA spleen mod: 0%; GoLoco inh red: 12%; HttQ103 aggreg: -5%[9.22 µM]

How did O=C(c1ccc(COc2ccc(F)cc2)o1)n1cc(Br)cn1 do in these assays?
GAA glycogen mod: 2%; IMPase Li cell: -1%; HTT cytoprotect: -2%[10 µM]; GAA spleen mod: -10%; GoLoco inh red: 13%; HttQ103 aggreg: -13%; GAA inh: 2%

Results for O=[N+]([O-])c1cc(Cl)c2cccnc2c1O ?
GAA glycogen mod: -8%; IMPase Li cell: -2%; HTT cytoprotect: -170%[inhibitor]; GAA spleen mod: -4%; GoLoco inh red: 9%; HttQ103 aggreg: inconclusive; GAA inh: 3%

Results for O=C(Nc1ccc2oc(-c3cccnc3)nc2c1)c1ccc2c(c1)OCCO2 ?
GAA glycogen mod: -2%; IMPase Li cell: 5%; HTT cytoprotect: -5%[10 µM]; GAA spleen mod: 3%; GoLoco inh red: 63%[activator]; HttQ103 aggreg: 12%[9.22 µM]; GAA inh: -3%

What do the screens show for `O=C(CSc1nnc(-c2ccc(F)cc2)o1)c1ccc2c(c1)OCCO2`?
GAA glycogen mod: 12%; IMPase Li cell: -5%[38.3 µM]; HTT cytoprotect: -6%; GAA spleen mod: -1%; GoLoco inh red: -14%; HttQ103 aggreg: 5%; GAA inh: -8%

Results for C=CCNC(=S)N1CCN(c2ncc(C(F)(F)F)cc2Cl)CC1 ?
GAA glycogen mod: 2%; HTT cytoprotect: 27%[10 µM]; GAA spleen mod: 0%; GoLoco inh red: 4%; HttQ103 aggreg: -2%[9.22 µM]; GAA inh: -1%

Results for CCc1nc(Nc2ccc3c(c2)OCO3)c2oc3ccccc3c2n1 ?
GAA glycogen mod: -5%; IMPase Li cell: 10%[38.3 µM]; HTT cytoprotect: -19%; GAA spleen mod: -1%; GoLoco inh red: 2%; HttQ103 aggreg: 3%; GAA inh: -2%

What do the screens show for `O=C(NCc1ccco1)c1ccc(Cl)c(S(=O)(=O)N2CCc3ccccc32)c1`?
GAA glycogen mod: -3%; IMPase Li cell: 7%; HTT cytoprotect: -13%[1.9 µM]; GAA spleen mod: 3%; GoLoco inh red: 1%; HttQ103 aggreg: -6%; GAA inh: -4%

What do the screens show for `CCN(C(=O)Cn1nc(C(=O)O)c2ccccc2c1=O)C1CCCCC1`?
GAA glycogen mod: 2%; IMPase Li cell: 6%; HTT cytoprotect: -31%; GAA spleen mod: -5%; GoLoco inh red: -5%; HttQ103 aggreg: 9%; GAA inh: 11%

Results for CCCS(=O)(=O)c1nc(S(=O)(=O)c2ccc(C)cc2)c(NCCCN(C)C)s1 ?
GAA glycogen mod: 1%; IMPase Li cell: -2%; HTT cytoprotect: -7%; GAA spleen mod: 2%; GoLoco inh red: 1%; HttQ103 aggreg: 15%; GAA inh: -7%

How did O=C(CN1C(=O)CCS(=O)(=O)c2ccccc21)Nc1cccc(Cl)c1 do in these assays?
GAA glycogen mod: 4%; IMPase Li cell: 1%; HTT cytoprotect: 1%[10 µM]; GAA spleen mod: 2%; GoLoco inh red: 3%; HttQ103 aggreg: -20%; GAA inh: -5%

What do the screens show for `O=C(NCC1CCCO1)c1ccc2c(=O)n(Cc3cccc(Br)c3)c(=S)[nH]c2c1` (stereo not drawn)?
GAA glycogen mod: 0%; IMPase Li cell: 8%; HTT cytoprotect: -44%[inhibitor]; GAA spleen mod: -3%; GoLoco inh red: -3%; HttQ103 aggreg: 15%; GAA inh: 7%

How did O=C1C2C3C=CC(C3=C(c3ccccc3)c3ccccc3)C2C(=O)N1CCO (stereo not drawn) do in these assays?
GAA glycogen mod: 3%; IMPase Li cell: 34%[activator][38.3 µM]; HTT cytoprotect: -4%; GAA spleen mod: -23%; GoLoco inh red: 3%; HttQ103 aggreg: 29%; GAA inh: -9%

How did O=C(Cc1ccccc1)NO do in these assays?
IMPase Li cell: 7%; HTT cytoprotect: 2%; GAA spleen mod: 5%; GoLoco inh red: 2%

What do the screens show for `O=C(Nc1nc(-c2ccc(-c3ccccc3)cc2)cs1)C1CCCO1` (stereo not drawn)?
GAA glycogen mod: 4%; IMPase Li cell: 14%[38.3 µM]; HTT cytoprotect: 35%[10 µM]; GAA spleen mod: -1%; GoLoco inh red: -20%; GAA inh: -9%

How did CC(C)Cn1nnc2c(=O)oc3ccccc3c21 do in these assays?
GAA glycogen mod: -2%; IMPase Li cell: -5%[38.3 µM]; HTT cytoprotect: -24%; GAA spleen mod: -5%; GoLoco inh red: 2%; HttQ103 aggreg: -3%; GAA inh: 2%

How did CNC(=O)Cn1nc(C)c2ccccc2c1=O do in these assays?
GAA glycogen mod: -11%; IMPase Li cell: 7%[38.3 µM]; HTT cytoprotect: 5%; GAA spleen mod: 1%; GoLoco inh red: 1%; HttQ103 aggreg: -3%; GAA inh: 6%[15.4 µM]

How did CCOC(=O)C1(Cc2ccccc2)CCN(Cc2ccon2)CC1 do in these assays?
GAA glycogen mod: 6%; IMPase Li cell: 6%; HTT cytoprotect: 24%[10 µM]; GAA spleen mod: -1%; GoLoco inh red: 6%; HttQ103 aggreg: -22%[9.22 µM]; GAA inh: inconclusive

Results for CN(C)Cc1ccc(C(C)(C)C)cc1-c1cc(C(C)(C)C)ccc1CN(C)C ?
IMPase Li cell: -9%; HTT cytoprotect: 8%[10 µM]; GoLoco inh red: -5%[14.2 µM]

What do the screens show for `COc1cccc(NC(=O)CCSc2ccc3ccccc3n2)c1`?
GAA glycogen mod: -6%; IMPase Li cell: inconclusive; HTT cytoprotect: -8%[10 µM]; GAA spleen mod: -1%; GoLoco inh red: -8%; HttQ103 aggreg: -2%; GAA inh: -2%

How did N#Cc1ccccc1S(=O)c1ccccc1C(=O)Nc1ccccc1 (stereo not drawn) do in these assays?
GAA glycogen mod: 0%; IMPase Li cell: 0%; HTT cytoprotect: 0%; GAA spleen mod: 3%; GoLoco inh red: 5%; HttQ103 aggreg: -5%; GAA inh: -5%

What do the screens show for `Cc1ccc(S(=O)(=O)N2CCN(c3ccc(S(=O)(=O)N4CCOCC4)cn3)CC2)cc1`?
GAA glycogen mod: 5%; IMPase Li cell: 26%[38.3 µM]; HTT cytoprotect: 6%; GAA spleen mod: -4%; GoLoco inh red: -6%; HttQ103 aggreg: 8%[9.22 µM]; GAA inh: inconclusive

What do the screens show for `O=C(CSc1ncc(-c2ccc(F)cc2)[nH]1)NCc1ccco1`?
GAA glycogen mod: 10%; IMPase Li cell: -17%[38.3 µM]; HTT cytoprotect: 5%; GAA spleen mod: -6%; GoLoco inh red: 3%; HttQ103 aggreg: -28%; GAA inh: -3%

How did COc1ccc(C(C#N)N2N=C(C)CC2(C)C)cc1OC (stereo not drawn) do in these assays?
GAA glycogen mod: 1%; IMPase Li cell: -2%[38.3 µM]; HTT cytoprotect: -22%; GAA spleen mod: -2%; GoLoco inh red: 5%; HttQ103 aggreg: 7%; GAA inh: inconclusive

What do the screens show for `COc1ccc(CCNC(=O)CCn2c(=O)[nH]c3cc(OC)c(OC)cc3c2=O)cc1OC`?
GAA glycogen mod: -12%; IMPase Li cell: 12%; HTT cytoprotect: 15%[1.9 µM]; GAA spleen mod: -8%; GoLoco inh red: 1%; HttQ103 aggreg: -1%; GAA inh: 12%

Results for Cc1nn2c(nc(N3CCOCC3)c3ccccc32)c1C=C(C#N)C#N ?
GAA glycogen mod: 0%; IMPase Li cell: 12%; HTT cytoprotect: -9%[10 µM]; GAA spleen mod: -2%; GoLoco inh red: 5%; HttQ103 aggreg: 3%; GAA inh: -1%

Results for CCN1CCN(C(=O)C(N)Cc2ccccc2)CC1 (stereo not drawn) ?
GAA glycogen mod: -8%; IMPase Li cell: 0%; HTT cytoprotect: 21%; GAA spleen mod: -4%; GoLoco inh red: 6%; HttQ103 aggreg: 33%; GAA inh: 0%

How did CC1CC(C)CN(C(=O)CSc2nnc(-c3ccc(Cl)s3)o2)C1 (stereo not drawn) do in these assays?
GAA glycogen mod: -4%; IMPase Li cell: 8%; HTT cytoprotect: -2%[10 µM]; GAA spleen mod: -9%; GoLoco inh red: -9%; HttQ103 aggreg: -7%; GAA inh: 3%

How did Cc1cccc(C)c1NC(=O)C1(C)c2cccc[n+]2CC(=O)N1Cc1cccs1 (stereo not drawn) do in these assays?
GAA glycogen mod: -5%; IMPase Li cell: 10%; HTT cytoprotect: 25%[10 µM]; GAA spleen mod: 13%; GoLoco inh red: 28%; HttQ103 aggreg: 5%[9.22 µM]; GAA inh: -4%

Results for Nc1nc(SCc2nnc(SCC(=O)O)n2-c2ccccc2)nc2sc3c(c12)CCCC3 ?
GAA glycogen mod: -10%; IMPase Li cell: 28%[38.3 µM]; HTT cytoprotect: 1%; GAA spleen mod: -1%; GoLoco inh red: 21%; HttQ103 aggreg: -14%; GAA inh: 0%

What do the screens show for `CCOC(=O)COc1ccc(C2CC(C)=NN2c2ccccc2)cc1` (stereo not drawn)?
GAA glycogen mod: -29%; IMPase Li cell: 7%; HTT cytoprotect: -6%; GAA spleen mod: -6%; GoLoco inh red: 13%; HttQ103 aggreg: 19%; GAA inh: -6%
